NS5 inhibitors: flavivirus cap methylation enzyme inhibition – biochemical, confirmation dose response, primary screen (AID 588689); Dengue-2 NS5 methyltransferase capping enzyme assay, biochemical; higher % means a stronger effect; 340,000 tested, 0.3% active; one-dose inhibition, % at 25 µM; IC50 in µM for titrated hits; in the data active = a potency from the dose series; inconclusive = inhibition above about 29% without an active follow-up result
KOR beta-arrestin-1: kappa opioid receptor blockers – cell-based, luminescence, uHTS (AID 1778); KOR beta-arrestin recruitment, luminescence, antagonist mode; higher % means a stronger effect; one-dose inhibition, % at 10 µM; IC50 in µM for titrated hits; 290,000 tested, 0.091% active; in the data active = inhibition above about 50%; also: strong numbers were not always called active
West Nile antiviral: West Nile virus antiviral activity, cell-based, CPE readout (AID 1621). 290,000 tested, 0.02% active. CPE inhibition, % at 10 µM; hits with a dose series show IC50 in µM. West Nile virus-infected cells, CPE inhibition; higher % means a stronger effect; in the data active = a potency from the dose series; inconclusive = CPE inhibition mostly from about 3.7% at the one dose, without a potency; inactive = the rest, 99 in 100 with CPE inhibition below about 2.2%; also: strong numbers were not always called active
HIV peptide binding: inhibitors of HIV fusion peptide binding, primary screen, biochemical, uHTS, fluorescence dequenching (AID 1986); cell-free peptide binding, fluorescence dequenching, 30 min; higher % means a stronger effect; inhibition, % at 20 µM; hits with a dose series show IC50 in µM; 290,000 tested, 0.3% active; in the data active = inhibition mostly above about 52%, no sharp cut-off; inactive = mostly below about 76%; also: some results filed as inactive read as strong as hits
GPR55 LPI antagonism: GPR55 antagonists blocking LPI-driven arrestin recruitment, primary screen, imaging, U2OS, beta-arrestin-GFP, LPI agonist (AID 2013); U2OS GPR55 beta-arrestin-GFP translocation imaging, LPI antagonism; higher % means a stronger effect; inhibition, % at 10 µM; hits with a dose series show IC50 in µM; 290,000 tested, 0.13% active;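 active = spots per cell inhibited over 60%, with over 100 cells counted and total cytoplasm intensity under 500,000; inconclusive = wells with under 100 cells, flagged as likely toxic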;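 also: U2OS cells stably carrying GPR55 and arrestin-GFP stimulated by 5 µM LPI near EC80; imaged beta-arrestin-GFP aggregate spots per cell after agonist stimulation; plate controls were LPI-stimulated DMSO wells for no effect and DMSO wells without LPI for full effect; some results filed as inactive read as strong as hits; confirmed hits need IC50 under 10 µM and bright autofluorescent wells are also inconclusive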
KOR beta-arrestin-2: kappa opioid receptor activators – cell-based, luminescence, uHTS, primary screen (AID 1777) | KOR beta-arrestin recruitment, luminescence; higher % means a stronger effect | 280,000 tested, 0.02% active | one-dose activation, % at 10 µM; EC50 in µM for titrated hits; in the data active = activation above about 50%, passing the limit was not always enough; also: a part of the inactive calls stands beside numbers as strong as those of hits
GPR55 beta-arrestin: selective activators of receptor GPR55 – imaging, U2OS cells, beta-arrestin-GFP redistribution, primary screen (AID 1961) | U2OS GPR55 beta-arrestin-GFP redistribution imaging; higher % means a stronger effect | 290,000 tested, 0.048% active | activation, % at 10 µM; hits with a dose series show EC50 in µM;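 active = activation above 40% with more than 50 cells counted in the well; inconclusive = wells holding fewer than 50 cells, flagged as toxic or sparse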;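 also: U2OS osteosarcoma cells stably expressing GPR55 and beta-arrestin-GFP; plate controls were DMSO negative control for no effect and LPI positive control for full effect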
NOD1 NF-kB reporter: inhibition of NOD1-driven NF-kB reporter – cell-based, luminescence, uHTS, primary screen (AID 1578). NOD1-driven NF-kB luciferase reporter cells, luminescence; higher % means a stronger effect. one-dose inhibition, % at 4 µM; EC50 in µM for titrated hits. 290,000 tested, 1% active; in the data active = inhibition mostly above about 36%, no sharp cut-off; inactive = mostly below about 34%;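 also: HEK-293T reporter cells stimulated with the NOD1 agonist gamma-tri-DAP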
GPR35 arrestin U2OS: GPR35 antagonists blocking zaprinast-driven arrestin recruitment, primary screen, imaging, U2OS, beta-arrestin-GFP, zaprinast agonist (AID 2058); U2OS GPR35 beta-arrestin-GFP translocation imaging, zaprinast antagonism; higher % means a stronger effect; one-dose inhibition, % at 10 µM; IC50 in µM for titrated hits; 290,000 tested, 0.052% active;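 active = inhibition of at least 50% with at least 30 cells and total cytoplasm GFP at most 10,000,000; inconclusive = under 30 cells or total GFP of 10,000,000 plus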
NS5 inhibitors pilot replicate: recorded beside NS5 inhibitors, whose call it bears; inhibition, %; measured here: pilot screen replicate inhibition
* marks the source's active call; other numbers are inactive results; ? = inconclusive; . = no result given; [ ] = dose if it differs, or a comment. The list is partial (hit frequency here may not be typical).

SMILES	NS5 inhibitors	KOR beta-arrestin-1	West Nile antiviral	HIV peptide binding	GPR55 LPI antagonism	KOR beta-arrestin-2	GPR55 beta-arrestin	NOD1 NF-kB reporter	GPR35 arrestin U2OS	others
COc1ccc(C2c3[nH]c4ccccc4c3C[C@H]3C(=O)N(CC(C)C)CC(=O)N23)c(OC)c1 (stereo partly specified)	-1%	-4%	-1.3%	-1.8%	-2%	-0.1%	-0.1%	-11%	-5%
CSCC(=O)N1CCCC(C(=O)c2cc(F)ccc2F)C1 (stereo unspecified)	0%	-5%	-0.9%	-1.1%	2%	1.0%	-0.1%	13%	2%
Cc1oc(-c2cccc(Cl)c2)nc1CN1CCC(C(=O)NCc2ccco2)CC1	-3%	20%	0.6%	-0.4%	6%	-3.1%	-0.1%	-23%	1%
CCCS(=O)(=O)c1nc(S(=O)(=O)c2ccc(C)cc2)c(N2CCN(C)CC2)s1	-8%	-26%	-0.9%	1.1%	8%	-2.3%	0.1%	-19%	8%
Cc1ccc(NS(=O)(=O)c2ccc(CCC(=O)N3CCOCC3)cc2)cc1	.	-41%	-0.2%	0.0%	-3%	2.7%	0.2%	-10%	-6%
O=C1c2oc3ccc(F)cc3c(=O)c2C(c2ccncc2)N1CCN1CCOCC1 (stereo unspecified)	.	32%	.	0.0%	4%	0.2%	-0.1%	-10%	3%
COC(=O)c1ccc(C2C(C#N)=C(N)Oc3cc(N)ccc32)cc1 (stereo unspecified)	.	-41%[20 µM]	-0.4%	-2.5%	-10%	-0.8%	-0.3%	-39%	2%
Cc1cc(=O)[nH]c(SCC(=O)c2ccccc2)c1C#N	-28%	22%	0.2%	6.6%	-10%	0.9%	-0.1%	-13%	-10%
CCCCn1c(=N)n(CC(O)COc2cccc(C)c2)c2ccccc21 (stereo unspecified)	2%	-6%	11%	1.8%	15%	4.2%	0.3%	-43%	-2%	NS5 inhibitors pilot replicate=2.1
CC(=O)c1c2c3c(c(Br)ccc3n(C)c1=O)C(=O)c1ccccc1-2	2%	-34%	1.1%	16%	-17%	3.5%	-0.1%	-4%	-5%
CC(O/N=C/c1ccccc1OC(F)F)C(=O)Nc1cccc(S(=O)(=O)N2CCOCC2)c1 (stereo unspecified)	2%	-2%	-0.1%	-1.3%	4%	-3.4%	0.3%	-1%	-3%
CN1CCN(c2ccccc2NC(=O)c2cc3c(s2)-c2ccccc2OC3)CC1	-1%	-9%	?	-2.8%	-16%	.	0.0%	-4%	-12%
S=c1[nH]nc(-c2cccnc2)n1/N=C/c1ccco1	.	-36%[20 µM]	-0.1%	-2.1%	16%	-0.5%	-0.1%	35%	9%
CCC/C=N/NC(=O)c1cccc(Br)c1	0%	-6%	-0.3%	-1.4%	15%	-2.1%	0.4%	-16%	15%
CCC1CCc2c([nH]c3ccccc3c2=O)O1 (stereo unspecified)	2%	21%	-1.1%	-1.7%	16%	2.4%	0.5%	-15%	3%
C[N+]1=C(/C=C/Nc2ccccc2Cl)C(C)(C)c2ccccc21	1%	4%	3.4%	33%	1%	13%	-0.2%	-27%	7%
CC(C)C(NC(=O)C1CCCCC1)C(=O)NC1CCN(Cc2ccccc2)CC1 (stereo unspecified)	.	12%	0.5%	0.0%	3%	15%	-0.1%	8%	1%
CC(C)c1ccc(OCc2cccc(C(=O)N/N=C/c3cccnc3)c2)cc1	-3%	0%	-1.5%	-1.8%	9%	3.4%	-0.4%	40%	22%
COc1ccccc1C(OC(=O)c1ccco1)C(=O)NCc1ccc(F)cc1 (stereo unspecified)	3%	-31%	-0.9%	1.5%	-9%	4.6%	-0.2%	-25%	-5%
Cc1cc(NC(=O)COC(=O)C2=COCCO2)c([N+](=O)[O-])cc1C	-10%	-28%	-0.4%	-1.3%	17%	-4.1%	0.1%	-6%	9%
CCNS(=O)(=O)c1ccc(NC(=S)N2CCc3ccccc32)cc1	-1%	-4%	-0.8%	-0.7%	10%	-2.0%	0.2%	-17%	-7%
NC(=O)N/N=C/c1cc(F)cc(F)c1	-5%	13%	0.5%	0.0%	-9%	-5.3%	0.2%	-5%	14%
Cc1ccc(NC(=O)CS(=O)CC(=O)N(c2ccc(C)cc2)C(C)C(=O)NC2CCCCC2)cc1 (stereo unspecified)	0%	2%	-1.5%	2.2%	-2%	1.5%	0.5%	1%	-6%
Clc1ccc(Sc2cc(N3CCOCC3)nc(-c3ccccc3)n2)cc1	1%	4%	0.4%	-0.6%	-12%	-1.0%	-0.1%	17%	3%
Cn1c(=O)c2c(nc(SCCN3CCOCC3)n2Cc2ccccc2Cl)n(C)c1=O	3%	14%	-0.5%	-1.5%	-5%	2.1%	0.5%	-20%	0%
O=C(Nc1ccc(N2CCOCC2)cc1)Nc1ccc(Cl)c(Cl)c1	-12%	-28%	-0.9%	0.4%	-6%	6.2%	-0.1%	-33%	3%
CN(CC(=O)Nc1ccccc1C(F)(F)F)C(=O)COc1ncnc2sccc12	-10%	-14%	-0.2%	3.1%	-13%	-4.9%	-0.2%	-24%	-10%
CC1=CC=CC2=NC(=O)CC(C)(C(=O)N(CC(=O)NC(C)C)C3CCCC3)N12 (stereo unspecified)	3%	6%	0.4%	1.8%	-2%	-0.4%	0.3%	-27%	-14%
Cc1cccc(N=N/C(=C\O)C(=O)c2ccc(Br)cc2)c1	4%	-8%	.	7.8%	10%	-1.7%	0.0%	-33%	10%
O=C(CSCc1ccccc1)Nc1nccs1	3%	-13%	0.3%	-2.0%	8%	7.7%	-0.2%	5%	8%
CC(C)c1c(C(=O)N/N=C/c2ccc(-c3ccccc3)cc2)nnn1-c1nonc1N	-10%	-35%	0.4%	0.7%	12%	-2.5%	-0.2%	-20%	-3%
Oc1ccc(-c2nc(=S)[nH][nH]2)cc1	-5%	-30%	0.1%	-2.2%	10%	-6.5%	-0.2%	-6%	10%
O=c1c2sc(-c3ccccc3)cc2nc2n1CCCCC2	5%	-14%	-0.8%	-0.2%	-3%	.	-0.2%	-5%	1%
COc1ccc(-c2nnn(CC(=O)c3c[nH]c4ccccc34)n2)cc1OC	-5%	-6%	-0.3%	5.0%	-9%	-2.7%	0.2%	-8%	-4%
CC1(C)S/C(=N/N=C/c2ccco2)NC1=O	-3%	18%	0.0%	2.9%	11%	0.5%	0.2%	-7%	-6%
CCc1ccc2c(CN3CCc4cc(OC)c(OC)cc4C3)cc(=O)oc2c1	-1%	-111%	-1.4%	0.9%	-5%	8.2%	-0.3%	-9%	7%
CCCNC(=O)CN1CCN(c2cc3ccccc3c(Cl)n2)CC1	-4%	-45%	-0.3%	5.4%	-5%	2.4%	0.2%	-10%	3%
Cc1ccc(N2CC(C(=O)Nc3ccc(S(=O)(=O)N4CCCC4)cc3)CC2=O)cc1 (stereo unspecified)	-3%	34%	-0.6%	0.6%	13%	-5.0%	0.0%	-18%	-1%
O=C(Cn1cc2c(n1)CCCCC2)NCc1cccs1	-3%	4%	-0.4%	0.1%	7%	-2.0%	0.3%	1%	2%
CC1(C(=O)Nc2nnc(SCc3ccccc3)s2)Cc2ccccc2C(=O)O1 (stereo unspecified)	5%	-6%	0.1%	1.6%	-6%	-0.7%	-0.1%	11%	1%
Cc1ccc2c(c1)C1(OCCCO1)C(=O)N2	2%	7%[20 µM]	0.9%	-0.6%	11%	-4.0%	0.3%	-41%	7%
COc1cc(C(=O)N2CCC(NC(=O)C(Cc3ccc(C)cc3)NC(C)=O)CC2)cc(OC)c1OC (stereo unspecified)	-3%	19%	-0.1%	2.6%	14%	1.2%	0.2%	-2%	5%

Already shown: 14 of the compounds above.
SMILES	NS5 inhibitors	KOR beta-arrestin-1	West Nile antiviral	HIV peptide binding	GPR55 LPI antagonism	KOR beta-arrestin-2	GPR55 beta-arrestin	NOD1 NF-kB reporter	GPR35 arrestin U2OS	others
COc1ccc(C2c3[nH]c4ccccc4c3C[C@H]3C(=O)N(CC(C)C)CC(=O)N23)c(OC)c1 (stereo partly specified)	-1%	-4%	-1.3%	-1.8%	-2%	-0.1%	-0.1%	-11%	-5%
CSCC(=O)N1CCCC(C(=O)c2cc(F)ccc2F)C1 (stereo unspecified)	0%	-5%	-0.9%	-1.1%	2%	1.0%	-0.1%	13%	2%
Cc1oc(-c2cccc(Cl)c2)nc1CN1CCC(C(=O)NCc2ccco2)CC1	-3%	20%	0.6%	-0.4%	6%	-3.1%	-0.1%	-23%	1%
CCCS(=O)(=O)c1nc(S(=O)(=O)c2ccc(C)cc2)c(N2CCN(C)CC2)s1	-8%	-26%	-0.9%	1.1%	8%	-2.3%	0.1%	-19%	8%
Cc1ccc(NS(=O)(=O)c2ccc(CCC(=O)N3CCOCC3)cc2)cc1	.	-41%	-0.2%	0.0%	-3%	2.7%	0.2%	-10%	-6%
O=C1c2oc3ccc(F)cc3c(=O)c2C(c2ccncc2)N1CCN1CCOCC1 (stereo unspecified)	.	32%	.	0.0%	4%	0.2%	-0.1%	-10%	3%
COC(=O)c1ccc(C2C(C#N)=C(N)Oc3cc(N)ccc32)cc1 (stereo unspecified)	.	-41%[20 µM]	-0.4%	-2.5%	-10%	-0.8%	-0.3%	-39%	2%
Cc1cc(=O)[nH]c(SCC(=O)c2ccccc2)c1C#N	-28%	22%	0.2%	6.6%	-10%	0.9%	-0.1%	-13%	-10%
CCCCn1c(=N)n(CC(O)COc2cccc(C)c2)c2ccccc21 (stereo unspecified)	2%	-6%	11%	1.8%	15%	4.2%	0.3%	-43%	-2%	NS5 inhibitors pilot replicate=2.1
CC(=O)c1c2c3c(c(Br)ccc3n(C)c1=O)C(=O)c1ccccc1-2	2%	-34%	1.1%	16%	-17%	3.5%	-0.1%	-4%	-5%
CC(O/N=C/c1ccccc1OC(F)F)C(=O)Nc1cccc(S(=O)(=O)N2CCOCC2)c1 (stereo unspecified)	2%	-2%	-0.1%	-1.3%	4%	-3.4%	0.3%	-1%	-3%
CN1CCN(c2ccccc2NC(=O)c2cc3c(s2)-c2ccccc2OC3)CC1	-1%	-9%	?	-2.8%	-16%	.	0.0%	-4%	-12%
S=c1[nH]nc(-c2cccnc2)n1/N=C/c1ccco1	.	-36%[20 µM]	-0.1%	-2.1%	16%	-0.5%	-0.1%	35%	9%
CCC/C=N/NC(=O)c1cccc(Br)c1	0%	-6%	-0.3%	-1.4%	15%	-2.1%	0.4%	-16%	15%
